S3 lipid droplet: qHTS Assay for Lipid Storage Modulators in Drosophila S3 Cells. AID 2685. Drosophila S3 cells, BODIPY lipid droplet fluorescence, 18-24 h; cells fed with added oleic acid. actives 0.64% (n = 320,000). lipid storage change, negative = inhibition, % at the top dose, mostly 46.1 µM; hits show Potency in µM; active means well fitted inhibition curve with a large enough effect in the signal ratio, with a control signal flat, not every such curve was filed as active; inconclusive means small, poorly fitted or top-dose-only effect, or effect the other way, or a change in a side signal; the % refers to the signal ratio
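Drosophila S3 cells got compounds at several concentrations plus oleic acid (400 uM solution). Laser-scanning cytometry with 488 nm excitation read lipid droplets at 500-530 nm and cells at 575-640 nm. Percent activity was relative to 20 uM Triacsin C.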
S3 lipid droplet cell count max: second read-out of S3 lipid droplet, no call of its own (marks repeat the call); cell number change, %; measured here: cell count max response;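 cells counted by Cell Tracker Red CMTPX staining in the red channel; peak over a dose series mostly up to 46.1 µM; percent activity relative to internal control wells on each plate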
Starred values were filed as active, the others as inactive; i = inactive; ? = inconclusive; / = not tested or not shown. On the % scale 0 is the no-effect control and ±100 the full control effect; potency means the concentration at half of the fitted maximal effect.

The opening two entries, ahead of the listing:
Each structure is followed by: S3 lipid droplet	S3 lipid droplet cell count max
- O=C(O)CN1C(=O)C2C3CC(C2C1=O)C1C(c2ccccc2)c2sc(=O)[nH]c2SC31 (stereo not drawn)
  -19%	-10
- CCOC(=O)c1c(NC(=O)CSc2nnnn2-c2ccccc2OCC)sc2c1CC(C)(C)NC2(C)C
  ?	/

The list itself, from the first entry:
Each structure is followed by: S3 lipid droplet	S3 lipid droplet cell count max
- O=C(O)CN1C(=O)C2C3CC(C2C1=O)C1C(c2ccccc2)c2sc(=O)[nH]c2SC31 (stereo not drawn)
  -19%	-10
- CCOC(=O)c1c(NC(=O)CSc2nnnn2-c2ccccc2OCC)sc2c1CC(C)(C)NC2(C)C
  ?	/
- COc1ccc(C2NC(=S)NC(C)=C2C(=O)Nc2ccccn2)cc1 (stereo not drawn)
  ?	/
- O=C(CCCOc1ccc(Cl)cc1Cl)N1CCc2ccccc2C1
  ?	/
- CC(NC(=O)COC(=O)[C@@H]1CCCN1S(=O)(=O)c1ccccc1F)C12CC3CC(CC(C3)C1)C2 (stereo partly drawn)
  ?	/
- O=C(NCC1CCCO1)c1ccc(NS(=O)(=O)c2ccccc2)cc1 (stereo not drawn)
  -13%	-7
- Cc1cccc(C)c1NC(=O)C1(NC(=O)C2CCC(=O)N2)CCCCC1 (stereo not drawn)
  ?	/
- N#Cc1cccc(NC(=O)CSc2ccc3c4c(cccc24)C(=O)c2ccccc2-3)c1
  i	12
- Cc1ccc(CN2CCN(Cc3cnc(C)[nH]3)CC2CCO)cc1 (stereo not drawn)
  -12%	-9
- Cc1ccc(N(Cc2ccc(C(=O)Nc3c(C)n(C)n(-c4ccccc4)c3=O)cc2)S(C)(=O)=O)cc1C
  0%	-3
- O=C(CC1NCCNC1=O)Nc1ccccc1 (stereo not drawn)
  -12%	2
- Cc1ccccc1NS(=O)(=O)c1nnc(NC(=O)c2ccc(Cl)cc2)s1
  20%	1
- Cc1ccc(CCNC(=O)c2ccc(CS(=O)(=O)Cc3ccccc3F)o2)cc1
  ?	/
- Cc1noc(C)c1COc1ccccc1C(=O)NCc1ccccc1Cl
  i	/
- COc1ccc(NC(=S)N(CCc2c(C)[nH]c3ccccc23)Cc2ccco2)cc1
  ?	/
- CC(C)N(C(=O)COC(=O)[C@@H]1CC(O)CN1S(=O)(=O)c1ccccc1[N+](=O)[O-])C(C)C (stereo partly drawn)
  ?	/
- Cc1cc(NC(=O)Cn2ccsc2=N)c([N+](=O)[O-])cc1C
  -11%	-29
- CCCn1c(CNS(=O)(=O)c2ccc(C)cc2)nc2ccccc21
  20%	-11
- O=C(C(Cc1ccccc1)n1cccc1)N1CCCCCC1 (stereo not drawn)
  i	/
- Cc1ccc(NC(=O)c2cnc(N3CCN(c4ccccn4)CC3)c3ccccc23)c(Br)c1
  -3%	-8
- CCCCC(=O)Nc1nc(C)c(C(C)=O)s1
  ?	/
- CCCCc1nc(SCCN2CCOCC2)c2c(=O)n(C)c(=O)n(C)c2n1
  ?	/
- COc1ccnc(Oc2ccccc2)c1C#N
  -23%	-13
- Nn1c(COc2ccccc2F)nnc1SCC(=O)NC1CCCC1
  ?	/
- CCc1ccccc1OCC(=O)OCC(=O)c1c(N)n(C)c(=O)n(C)c1=O
  -1%	5
- O=C(COC(=O)Cc1c(Cl)cccc1Cl)NCCC1=CCCCC1
  ?	/
- CN(Cc1ccccn1)C(=O)CC1C(=O)NCCN1Cc1ccc(F)cc1Cl (stereo not drawn)
  ?	/
- O=C(Nc1c(Cl)ccc2nsnc12)c1cccnc1
  ?	/
- C=CCOC(=O)C1=C(C)Nc2nnnn2C1c1ccc(OC)cc1OC (stereo not drawn)
  2%	2
- CCOC(=O)N1CCN(S(=O)(=O)c2ccc(OCC)c3ccccc23)CC1
  16%	14
- CCOC(=O)c1c(-c2ccccc2)nc2c(C)cccn12
  -13%	-7
- CCCC12CN3CC(CCC)(CN(C1)C3C(O)C(O)C(O)CO)C2=O (stereo not drawn)
  ?	/
- O=C(CCN1C(=O)c2ccncc2C1=O)Nc1ccc(F)cc1
  ?	/
- Cc1ccc(C)c(Cn2nnc3c(=O)[nH]c(C4CCN(C(=O)c5ccco5)CC4)nc32)c1
  ?	/
- C/C(CC(=O)NCCN1CCOCC1)=N\NC(=O)c1ccncc1
  -15%	10
- Nc1ccc(S(=O)(=O)N2CCC(Cc3ccccc3)CC2)cc1
  6%	13
- N#C/C(=C\c1cccs1)C(=O)c1ccccc1
  ?	/
- O=C(NC1CCN(C(=S)Nc2ccccc2)CC1)C1CCCCC1
  ?	/
- CCOc1ccccc1NC(=O)Cn1c(=O)c(OCC)nc2cnccc21
  i	-21
- COc1ccc(-c2nc(Cn3c(SCc4ccc(C)cc4)nc4ccncc43)c(C)o2)cc1OC
  ?	/
- O=C(Nc1nncs1)c1ccc(Br)c(S(=O)(=O)N2CCCC2)c1
  ?	/
- Cc1ccc(-c2nnn(CC(=O)N(CC(=O)NCC3CCCO3)c3ccc(F)c(Cl)c3)n2)o1 (stereo not drawn)
  -9%	-1
- Cc1ccc(-n2c(Cc3cccs3)nnc2SCC(=O)Nc2ccc(S(N)(=O)=O)cc2)cc1
  22%	1
- CCOC(=O)c1sc2nc(C)nc(N3CCN(c4ncccn4)CC3)c2c1C
  ?	/
- O=C(CCN1C(=O)c2ccccc2C1=O)NC(=S)Nc1cccc(Cl)c1
  ?	/
- O=C(Cn1c(CO)nc2ccccc21)NCc1ccc2c(c1)OCO2
  ?	/
- CC1CCCC(C)N1C(=O)CSc1nc2c(c(=O)n(C)c(=O)n2C)n1C (stereo not drawn)
  i	/
- COc1cccc2c1OC1(C)CC2N(C(=O)c2ccco2)C(=S)N1c1ccc(F)cc1 (stereo not drawn)
  9%	-6
- COc1ccc(C2CC(c3ccccc3)Nc3nc(NC(=O)c4ccco4)nn32)cc1 (stereo not drawn)
  ?	/
- Cc1cccc(/C=N/NC(=O)C2CCCNC2=O)c1 (stereo not drawn)
  3%	12
- CCCCC1CCC(C(=O)OCC(=O)N(CCOC)c2c(N)n(Cc3ccccc3)c(=O)[nH]c2=O)CC1 (stereo not drawn)
  ?	/
- Cc1nn(Cc2c(F)c(F)c(F)c(F)c2F)c(C)c1NC(=O)c1ccc(COc2ccccc2Cl)o1
  -4%	-13
- C/C(=N\NS(=O)(=O)c1ccc(C)cc1)c1ccc(C)o1
  20%	10
- CCc1ccc(-c2cc(C)no2)cc1S(=O)(=O)N1CCN(c2cccc(C)c2C)CC1
  ?	/
- CCCCNC(=S)NNC(=O)CCn1cc(C)cn1
  4%	18
- COc1ccc(-c2cc(=O)oc3cc(OC(C)C(=O)NCC4CCC(C(=O)O)CC4)ccc23)cc1 (stereo not drawn)
  2%	22
- CN1/C(=C\C(=O)COC(=O)c2ccc(O)c(O)c2)C(C)(C)c2ccccc21
  ?	/
- Cc1cccc(OCC(=O)O/N=C(\N)c2ccc(Cl)cc2)c1
  ?	/
- Cc1ccc(-n2nc(C)c3c(C)c(CCC(=O)NCCCOC(C)C)c(C)nc32)cc1
  ?	/
- CC1CCN(S(=O)(=O)c2ccc(C(=O)Nc3ccccn3)cc2)CC1
  ?	/

(continued)
Each structure is followed by: S3 lipid droplet	S3 lipid droplet cell count max
- CSc1nnc(C)c(=O)[nH]1
  -11%	-31
- COc1ccc(OCC(=O)NC(=S)NNC(=O)COc2ccc(Br)cc2Cl)cc1
  ?	/
- CCC(Oc1ccccc1)C(=O)Nc1ccccc1C(=O)N1CCOCC1 (stereo not drawn)
  ?	/
- Cc1n[nH]c(C)c1S(=O)(=O)Nc1ccc2c(c1)OCCO2
  -1%	-9
- C[N+]1(CCCOC(=O)C2(c3ccccc3)CCCC2)CCOCC1
  ?	/
- Oc1cc(-n2cccn2)c(O)cc1-n1cccn1
  ?	/
- COc1ccc(S(=O)(=O)N2CCC(C(=O)NCCc3ccccc3)CC2)cc1
  5%	20
- COCCSc1ccccc1C(=O)Nc1ccc(Br)cc1
  9%	-6
- Cc1ccc(NC(=O)COC(=O)CC2SC(N3CCCC3)=NC2=O)cc1 (stereo not drawn)
  ?	/
- Cc1ccc(SCC(=O)NCc2cccnc2)cc1
  ?	/
- COc1ccc(CC(=O)NCc2n[nH]c(=S)n2-c2cccc(C)c2)cc1
  7%	19
- COc1ccc(S(=O)(=O)NC2CCSc3ccccc32)cc1NC(C)=O (stereo not drawn)
  ?	/
- Cc1ccc2[nH]c(C(=O)N3CCN(C=O)CC3)cc2c1
  ?	/
- CC(=O)Nc1cccc(-c2csc(Nc3cc(C)ccn3)n2)c1
  ?	/
- COc1cccc(-n2nnc3c(=O)n(Cc4ccc(Br)cc4)cnc32)c1
  i	-19
- CC1CCCCC12NC(=O)N(CC(=O)Nc1cccc(S(=O)(=O)N3CCCCC3)c1)C2=O (stereo not drawn)
  ?	/
- CSc1ncccc1C(=O)Nc1ccc2nc(C)sc2c1
  ?	/
- COc1ccc2c(c1)c(CC(=O)OCC(N)=O)c(C)n2C(=O)c1ccc(Cl)cc1
  21%	0
- COCCOC(=O)C1=C(C)NC(C)=C(C(=O)OC(C)C)C1c1cccc([N+](=O)[O-])c1 (stereo not drawn)
  ?	1
- COc1ccc(/C=C2\SC(=S)N(N3C(=O)CCC3=O)C2=O)cc1O
  ?	/
- COC(=O)c1cc2oc3ccccc3c2n1Cc1ccccn1
  ?	/
- CN(Cc1cccs1)C(=O)c1ccc(S(=O)(=O)N2CCCCC2)cc1
  ?	/
- CN(Cc1ccc(C#CCCO)cc1)CC1CCCN(CCc2ccc(Cl)cc2)C1 (stereo not drawn)
  -3%	0
- CC(C)N1C(=O)CCC1C(=O)NCc1ccco1 (stereo not drawn)
  0%	/
- CCOc1cccc(C2c3c(oc4ccccc4c3=O)C(=O)N2c2ccccn2)c1 (stereo not drawn)
  ?	/
- COc1cc([N+](=O)[O-])ccc1N1C(=O)CC(Sc2nccc(C)n2)C1=O (stereo not drawn)
  ?	/
- CCOc1ccccc1-n1c(SCC(=O)N2CCOCC2)nnc1-c1ccccn1
  3%	2
- COc1cc(OC)cc(-n2c3nc4ccccc4nc3c3c(=O)n(CC4CCCO4)cnc32)c1 (stereo not drawn)
  ?	/
- CCOC(=O)C(CC)Sc1nc2c(cnn2-c2ccccc2)c(=O)[nH]1 (stereo not drawn)
  ?	/
- O=C1NC2NC(=O)N(C(Cc3ccccc3)C(=O)O)C2N1 (stereo not drawn)
  -7%	1
- Cc1ccc(OCC(=O)Nc2cc(C(C)(C)C)on2)cc1C
  ?	/
- Cc1cccc(NC(=O)c2ccc3c(Cl)c4c(nc3c2)CCCC4)n1
  ?	/
- CN(C)S(=O)(=O)c1cc(C(=O)OCCn2cnc3c2c(=O)n(C)c(=O)n3C)ccc1Cl
  -8%	25
- CC1C=CCC2C(=O)N(c3cccc(C(=O)Nc4ccc(Br)cc4)c3)C(=O)C12 (stereo not drawn)
  ?	/
- CC1CCCCN1C(=S)NCc1ccccc1 (stereo not drawn)
  -9%	-26
- COc1cccc(CN=C2Nc3ccccc3CS2)c1
  ?	/
- COc1cccc(N(CC(=O)N2CCc3ccccc3C2)S(C)(=O)=O)c1
  ?	/
- Cn1c(/N=C/c2cccs2)nc2ccccc21
  ?	/
- CN(C)S(=O)(=O)c1ccc(N=Cc2c(C(F)(F)F)[nH][nH]c2=O)cc1
  ?	/
- Cc1cc(/C=N/n2c(COc3ccccc3)nc3ccccc3c2=O)c(O)c([N+](=O)[O-])c1
  ?	/
- O=C(O)c1c2c(nc3ccccc13)/C(=C/c1cccc([N+](=O)[O-])c1)CCC2
  ?	/
- CC(=O)Nc1nnc(SCC(=O)NCCOc2ccccc2)s1
  6%	6
- CN(C)CCNC(=O)CNC(=S)N(Cc1ccccc1)Cc1ccccc1F
  ?	/
- O=C(CCNc1n[nH]c(=O)[nH]c1=O)N/N=C/c1ccc(C(F)(F)F)cc1
  2%	7
- Cc1ccc(N(CC(=O)NCc2ccc(F)cc2)C(=O)c2ccco2)cc1C
  ?	/
- Cn1nc(C(=O)Nc2ccc(S(=O)(=O)N3CCCC3)cc2)ccc1=O
  ?	/
- Cc1cc(C(=O)COC(=O)c2ccc(Br)o2)c(C)n1Cc1ccco1
  ?	/
- Cc1ccc(CNc2ccc3c(c2)OCO3)c(C)c1
  ?	/
- COc1ccccc1C1=NOC(COC(=O)c2ccc(Br)cc2)C1 (stereo not drawn)
  ?	/
- CCS(=O)(=O)N1CCCC(C(=O)NCC2CCCO2)C1 (stereo not drawn)
  -5%	5
- CCCn1nnnc1NCc1ccc(OC)cc1OC
  ?	/
- O=C(O)CCCCOn1ccnc1
  ?	/

Ordered by heavy-atom count (rising): 3 of the compounds above
Each structure is followed by: S3 lipid droplet	S3 lipid droplet cell count max
- O=C(O)CCCCOn1ccnc1
  ?	/
- COc1cccc(CN=C2Nc3ccccc3CS2)c1
  ?	/
- COc1ccccc1C1=NOC(COC(=O)c2ccc(Br)cc2)C1 (stereo not drawn)
  ?	/

Three entries picked at random from the list so far:
Each structure is followed by: S3 lipid droplet	S3 lipid droplet cell count max
- CCS(=O)(=O)N1CCCC(C(=O)NCC2CCCO2)C1 (stereo not drawn)
  -5%	5
- Cn1nc(C(=O)Nc2ccc(S(=O)(=O)N3CCCC3)cc2)ccc1=O
  ?	/
- Cn1c(/N=C/c2cccs2)nc2ccccc21
  ?	/

High-throughput results as filed in PubChem BioAssay.

These rows are one share of the data (hit frequency here may not be typical).
